Assay outcomes as filed in PubChem.
CXCR6 inh: inhibitors of human CXCR6 receptor; hit rate 0.36% among 360,000; CHO-K1 PathHunter CXCR6 beta-arrestin, luminescence; O00574; inhibition, % at 20 µM; in the data active means inhibition above about 34%, passing the limit was not always enough;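 further: antagonist mode with CXCL16 agonist at 10 nM final; 0% = 10 nM CXCL16 with DMSO and 100% = unstimulated wells without agonist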
EBI2 block: EBI2 (human) antagonism; hit rate 0.81% among 360,000; EBI2 beta-arrestin recruitment, luminescence, 7a,25-OHC stimulated; P32249; AID 651636; inhibition, % at 5 µM; in the data active means inhibition above about 38%;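 further: enzyme fragment complementation signal reports receptor beta-arrestin coupling in cells; 0% = agonist plus DMSO wells and 100% = wells without agonist; some results beyond the cut were filed as inactive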
Target sequence (P32249 whole entry, looked up, the tested form may be a part): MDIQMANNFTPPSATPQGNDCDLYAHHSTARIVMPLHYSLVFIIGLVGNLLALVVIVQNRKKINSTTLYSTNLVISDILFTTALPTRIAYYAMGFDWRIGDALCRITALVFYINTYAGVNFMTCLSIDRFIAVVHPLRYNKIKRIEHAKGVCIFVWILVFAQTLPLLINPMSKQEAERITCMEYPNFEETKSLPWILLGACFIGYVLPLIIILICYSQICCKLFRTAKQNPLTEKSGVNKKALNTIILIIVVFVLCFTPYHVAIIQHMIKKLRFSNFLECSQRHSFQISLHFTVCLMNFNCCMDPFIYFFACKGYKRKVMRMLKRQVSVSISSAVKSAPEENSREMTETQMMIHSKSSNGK
APJ antag: antagonists of human APJ apelin receptor; P35414; CHO-K1 APJ beta-arrestin complementation, luminescence; inhibition, % at 20 µM; hit rate 0.32% among 330,000;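 active means inhibition above about 40% at 20 µM, limit read from the data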;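 further: cells challenged with 10 nM apelin-13 agonist together with compound; plate controls were apelin-13 plus DMSO wells for no effect and DMSO wells lacking apelin-13 for full effect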
Target sequence (P35414 whole entry, looked up): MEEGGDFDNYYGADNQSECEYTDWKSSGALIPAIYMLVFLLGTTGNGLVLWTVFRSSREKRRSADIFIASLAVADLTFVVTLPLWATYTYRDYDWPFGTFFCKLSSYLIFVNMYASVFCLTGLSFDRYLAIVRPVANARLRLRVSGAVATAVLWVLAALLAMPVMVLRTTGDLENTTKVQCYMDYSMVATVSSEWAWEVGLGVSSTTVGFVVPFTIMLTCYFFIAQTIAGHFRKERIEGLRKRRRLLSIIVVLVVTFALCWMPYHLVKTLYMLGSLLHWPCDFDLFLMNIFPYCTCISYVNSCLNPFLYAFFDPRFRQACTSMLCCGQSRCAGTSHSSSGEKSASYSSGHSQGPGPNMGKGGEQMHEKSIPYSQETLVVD
ATG4B inhibitor: blocks human ATG4B protease cleavage of LC3 substrate; Q9Y4P1; AID 504462; ATG4B cleavage of LC3-PLA2, NBD-HPC fluorescence, 1 h; hit rate 0.51% among 340,000; inhibition, % at 8.33 µM; in the data active means inhibition above about 40%
CCR6 antag: blocks CCL20-driven beta-arrestin recruitment at human CCR6 | P51684 | CHO-K1 CCR6 PathHunter beta-arrestin, luminescence, CCL20-stimulated | inhibition, % at 20 µM | hit rate 0.49% among 340,000;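 active means compounds whose inhibition of the agonist-driven luminescence signal at 20 µM reaches about 50%, limit read from the data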;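 further: cells stimulated with CCL20 at 14 nM final; plate controls were DMSO with CCL20 for no effect and DMSO without agonist for full effect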
UBC13 inh: inhibitors of human UBC13 polyubiquitin chain formation; P61088; TR-FRET; inhibition, % at 20 µM; hit rate 0.47% among 330,000; in the data active means inhibition above about 45%, passing the limit was not always enough; inconclusive means no clear call, values can overlap the other calls
Target sequence (P61088 whole entry, looked up): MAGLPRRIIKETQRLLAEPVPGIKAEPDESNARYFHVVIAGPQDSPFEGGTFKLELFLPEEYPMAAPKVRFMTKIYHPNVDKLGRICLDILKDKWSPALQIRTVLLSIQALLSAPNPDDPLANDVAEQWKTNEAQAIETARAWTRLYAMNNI
APJ ag: agonists of human APJ apelin receptor; P35414; CHO-K1 APJ PathHunter beta-arrestin, luminescence; 0% DMSO wells, 100% apelin; activation, % at 20 µM; hit rate 0.11% among 330,000; AID 2520;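 active means activation more than six SD over the plate average, tested at 20 µM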;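 further: 0% = DMSO alone and 100% = apelin-13 at 10 nM; some results filed as inactive read as strong as hits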
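Assay system: CHO-K1 APJ beta-arrestin complementation cell line / Compound: single test compound dose, 20 µM final, 1% DMSO / Times: overnight seeding, 90 min compound at 25 °C, 1 h detection / Technique: beta-gal luminescence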
Gli-Sufu antag: blocks Gli-Sufu signaling in a luciferase reporter; Sufu-KO-LIGHT fibroblasts, Gli luciferase reporter luminescence; inhibition, % at 5 µM; hit rate 0.74% among 340,000;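 active means inhibition above about 55%, limit read from the data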;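 further: 0% = DMSO-treated cells and 100% = wells with medium but no cells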
An asterisk follows results filed as active; ? = inconclusive.

structure	APJ ag	ATG4B inhibitor	APJ antag	CCR6 antag	EBI2 block	UBC13 inh	CXCR6 inh	Gli-Sufu antag
CN(Cc1ccccc1)S(=O)(=O)c1ccc2c(c1)CCC(=O)N2	-2	-5	-2	2	-2	6	-2	-18
Cc1ccc(C(=O)N[C@H](C(=O)OCC(=O)Nc2cccc(S(N)(=O)=O)c2)C(C)C)cc1	2	-8	-9	6	-5	8	2	8
CC1CCCN(c2ncnc3c2cnn3-c2ccc(Cl)cc2)C1 (configuration not stated)	-3	-1	-47	6	14	4	-10	81*
CN(Cc1ccco1)S(=O)(=O)c1ccc(CN2C(=O)c3cccnc3C2=O)s1	-4	-5	27	4	-4	5	-3	-10
Cc1ccnc(SCC(=O)Nc2cccc(S(=O)(=O)N3CCOCC3)c2)n1	-5	5	-1	2	-6	3	-10	-13
CC(=O)c1ccc(NC(=O)C2(S(=O)(=O)c3ccccc3)CC2)cc1	0	0	-6	4	-4	4	4	-6
COc1ccc(-c2nnc3ccc(SCC(=O)NCC4CCCO4)nn23)cc1 (configuration not stated)	-3	-5	29	-7	-12	8	5	2
NC(=O)C1CCN(CC(O)COc2ccc(-c3ccccc3)cc2)CC1 (configuration not stated)	-3	6	-13	11	0	7	2	9
O=C(O)c1c[nH]c2ccc(S(=O)(=O)N3CCOCC3)cc12	-2	-6	-5	0	4	-7	4	1
Cn1c(C(O)c2ccc(Br)cc2)nc(Cl)c1Cl (configuration not stated)	-1	-4	-10	-1	-3	3	-4	-2
c1ccc(-c2cc(-c3nnc4n3N=C(c3ccc5ccccc5c3)CS4)[nH]n2)cc1	1	-13	-3	-11	-4	-21	-5	1
COC(=O)c1cc(S(=O)(=O)N2CCC(C)CC2)ccc1F	-3	2	14	-9	-3	14	2	7
CCOC(=O)C1CCCN(S(=O)(=O)Cc2ccccc2Cl)C1 (configuration not stated)	-3	-5	21	10	-6	-4	-5	-4
COc1cc(NC(=O)CN(c2ccc(C)cc2)S(=O)(=O)c2c(C)noc2C)cc(OC)c1	8	8	1	14	26	-8	0	-9
CC1(C)CC(=O)C=C(NCC2CCCO2)C1 (configuration not stated)	0	-16	-4	-6	-4	3	-1	0
O=C(COc1ccc(Cl)cc1)Nc1cccc(-c2ccc(N3CCOCC3)nn2)c1	7	-8	-13	8	15	-7	-2	-37
Cn1cc(CN2CCC(C(O)c3cccs3)CC2)c(-c2cccc(Cl)c2)n1 (configuration not stated)	-5	-13	-7	1	-3	13	7	15
Oc1ccc(Nc2nc(NCC3CCCO3)c3ccccc3n2)cc1 (configuration not stated)	3	-11	30	13	0	45	3	18
CCCC(=O)c1ccc(N2CCCCC2)c(F)c1	-3	-6	0	19	2	7	-2	-19
COc1ccc(-c2noc(CSc3nnc(Cc4ccccc4)n3-c3cccc(C)c3)n2)cc1OC	1	-13	7	18	16	9	8	8
CC1(C)N=C(SCC(=O)Nc2ccc(Cl)cc2Cl)C(c2ccccc2)=N1	-1	3	2	10	-2	12	-5	10
CCCCN1C(=O)/C(=C/C=C2/C=Cc3ccccc3N2CC)SC1=S	-1	-5	36	43	34	-55	20	26
CSc1ncccc1C(=O)Nc1nc2ccc(F)cc2s1	-1	-4	-6	10	6	6	-2	57*
Nc1nnc(SCc2cc3c(cc2Cl)OCO3)s1	4	-10	-2	10	-20	7	5	-11
COc1cc(/C=C(/C#N)C(=O)Nc2ccc(C)cc2)ccc1Oc1nc(Cl)ncc1F	7	6	-24	15	49*	?	-4	2
CCCc1cc(=O)oc2cc(C)cc(OCC(=O)Nc3ccc(CN4CCOCC4)cc3)c12	0	-12	-3	16	5	15	-6	24
COc1cc(/C=N/NS(=O)(=O)c2ccccc2)ccc1OS(=O)(=O)c1ccc(C)cc1	-5	-2	4	17	4	-10	-16	-9
O=C(CN1CCCCC1)N/N=C/c1cccc(C(F)(F)F)c1	-5	-1	12	4	9	3	7	9
COc1ccc(CCNC(=O)CN(c2cc([N+](=O)[O-])ccc2OC)S(C)(=O)=O)cc1OC	-3	-2	6	1	-14	3	4	4
O=C(O)c1cccc(S(=O)(=O)N2CC=C(c3ccccc3)CC2)c1	-4	-22	20	3	-2	14	-5	3
O=C(/C=C/c1ccco1)N1CCc2ccccc21	-3	8	-2	11	8	-16	-2	-105
COc1ccc(OCC(=O)NC(=S)Nc2ccc(S(=O)(=O)Nc3cc(OC)nc(OC)n3)cc2)cc1	-3	-2	-2	18	4	-20	9	-10
Cc1ccc(CNC(=O)COC(=O)c2cccnc2Cl)cc1	0	3	5	3	2	5	0	41
CCn1cc(S(=O)(=O)CC(=O)Nc2ccc(OC)cc2)c2ccccc21	-3	-3	19	4	-5	3	7	7
CCOC(=O)c1ccc(CSc2n[nH]c(C)n2)o1	-3	-3	-7	-6	-3	6	3	-4
O=C(NCc1ccc2c(c1)OCO2)C(=S)N1CCOCC1	-6	-1	11	-1	0	16	1	1
CCOc1ccc2[nH]c(=O)c(CN(CCN3CCCC3)C(=S)Nc3ccccc3OC)cc2c1	0	-4	-12	18	1	16	9	19
Cc1cc2c(cc1C)/C(=N/NC(=O)c1ccccn1)CCC2	-1	8	18	8	-6	-1	2	2
COc1ccccc1N(C)S(=O)(=O)c1ccc(C(=O)NC2=NCCS2)cc1	2	1	19	26	-15	-3	7	3
C/C(CC(=O)NCc1ccc(Cl)cc1)=N\NC(=O)Cc1ccccc1	-1	-8	8	-2	-3	1	2	9

Arranged by length of the SMILES (rising): some entries from above
structure	APJ ag	ATG4B inhibitor	APJ antag	CCR6 antag	EBI2 block	UBC13 inh	CXCR6 inh	Gli-Sufu antag
O=C(/C=C/c1ccco1)N1CCc2ccccc21	-3	8	-2	11	8	-16	-2	-105
CCOC(=O)c1ccc(CSc2n[nH]c(C)n2)o1	-3	-3	-7	-6	-3	6	3	-4
O=C(NCc1ccc2c(c1)OCO2)C(=S)N1CCOCC1	-6	-1	11	-1	0	16	1	1
Cc1cc2c(cc1C)/C(=N/NC(=O)c1ccccn1)CCC2	-1	8	18	8	-6	-1	2	2
C/C(CC(=O)NCc1ccc(Cl)cc1)=N\NC(=O)Cc1ccccc1	-1	-8	8	-2	-3	1	2	9
O=C(O)c1cccc(S(=O)(=O)N2CC=C(c3ccccc3)CC2)c1	-4	-22	20	3	-2	14	-5	3
CCn1cc(S(=O)(=O)CC(=O)Nc2ccc(OC)cc2)c2ccccc21	-3	-3	19	4	-5	3	7	7
COc1ccccc1N(C)S(=O)(=O)c1ccc(C(=O)NC2=NCCS2)cc1	2	1	19	26	-15	-3	7	3
CCCc1cc(=O)oc2cc(C)cc(OCC(=O)Nc3ccc(CN4CCOCC4)cc3)c12	0	-12	-3	16	5	15	-6	24
CCOc1ccc2[nH]c(=O)c(CN(CCN3CCCC3)C(=S)Nc3ccccc3OC)cc2c1	0	-4	-12	18	1	16	9	19
COc1cc(/C=N/NS(=O)(=O)c2ccccc2)ccc1OS(=O)(=O)c1ccc(C)cc1	-5	-2	4	17	4	-10	-16	-9
COc1ccc(OCC(=O)NC(=S)Nc2ccc(S(=O)(=O)Nc3cc(OC)nc(OC)n3)cc2)cc1	-3	-2	-2	18	4	-20	9	-10

More entries.
structure	APJ ag	ATG4B inhibitor	APJ antag	CCR6 antag	EBI2 block	UBC13 inh	CXCR6 inh	Gli-Sufu antag
CC(CN1CCOCC1)OC(=O)COc1ccc(F)cc1 (configuration not stated)	2	-14	4	13	7	1	4	1
C/C(=N\NC(=O)c1sccc1-n1cccc1)c1cccs1	-1	6	6	2	-2	-2	-1	-10
O=[N+]([O-])c1ccc(C(=S)N2CCC(Cc3ccccc3)CC2)cc1	2	-11	-3	-1	2	1	0	-1
Cc1onc(-c2ccccc2Cl)c1C(=O)Oc1cc(N)n(S(=O)(=O)c2ccc(F)cc2)n1	6	3	-12	9	-20	-3	5	8
C#CCN1C(=O)C(O)(CC(=O)c2ccc(OC)c(OC)c2)c2ccccc21 (configuration not stated)	-1	5	-4	6	8	-6	-6	3
CCOC(=O)C1CCCN(c2c(N3CCN(C)CC3)c(=O)c2=O)C1 (configuration not stated)	0	2	20	-2	2	-2	3	0
COc1ccc(N(CC(=O)NCc2ccco2)C(=O)CCC(=O)Nc2nccs2)c(OC)c1	1	-9	11	5	7	-2	-12	-10
C/C(=N\NC(=O)c1nnn(-c2nonc2N)c1CN1CCc2ccccc21)c1ccccc1O	-4	1	0	-1	6	-10	-1	24
CSc1cnc2c(=O)n(C)c(=O)[nH]c2n1	-3	3	5	-10	-2	28	-3	0
COC(=O)c1ccc(NC(=O)C2CCCN(S(=O)(=O)c3cnc[nH]3)C2)cc1 (configuration not stated)	-1	-4	-16	-1	-3	7	1	9
O=C(CN(Cc1ccccc1Cl)C(=O)CN1C(=O)CSc2ccccc21)NC1CC1	2	1	-18	4	3	-5	-1	24
CCOc1ccc(N2CC(C(=O)Nc3cc(C)on3)CC2=O)cc1 (configuration not stated)	0	5	-10	6	-4	-11	-9	-6
Nc1cc(-c2ccccc2)ccc1O	12	-10	-28	4	-14	-6	-3	-3
Cc1cccc(CCNC(=O)C2CCN(S(=O)(=O)c3c(C)nn(C)c3C)CC2)c1	0	-12	7	2	2	8	4	-1
CCNCC(=O)Nc1ccc(N2CCOCC2)cc1	-2	1	-6	10	-9	-3	6	0
CCOC(=O)N1CCN(c2c(NCCCN(CC)c3cccc(C)c3)c(=O)c2=O)CC1	-1	-3	-16	-3	-2	-13	-6	4
Fc1ccccc1CSc1nnc(-c2cccs2)o1	-5	19	7	13	-4	10	8	-85
Cc1ccc2nc(NS(C)(=O)=O)sc2c1	0	-8	16	-1	-2	-12	3	-4
Cc1cc(Nc2nn(C)c(N)c2C#N)ccc1F	-3	0	0	7	0	2	6	-17
